Pf apPOL inh: Pf-apPOL DNA polymerase inhibition; Recombinant Pf-apPOL, molecular beacon fluorescence, 1.5 h; inhibition, % at 10 µM; 210,000 tested, 0.25% active; AID 1794808
mHTT-CaM PPI inh: disrupts binding of mutant huntingtin to calmodulin; AlphaScreen His-mHTT/GST-CaM binding, luminescence; inhibition, % at 15 µM; 190,000 tested, 3.6% active; AID 1671202;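 note: 0% = both proteins with DMSO and 100% = one protein alone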
Active calls of the source: *; i = inactive; . = not tested or not shown; & = joins results of further samples. Cut-off read from the data, not from the text of the source: active = inhibition above about 50%; inactive = the rest.

Values run as follows: Pf apPOL inh	mHTT-CaM PPI inh
- CCOC(=O)C1CCCN(C(=O)C2CCN(c3cc(N4CCCCC4)ncn3)CC2)C1 (stereo not drawn)
→ 3	4
- CCN(CC)C(=O)c1ccc(-c2ccc3c(c2)OCO3)s1
→ -4	-10
- Cc1nc(NC(=O)c2cccnc2)sc1C
→ -2	5
- N#CC(=NNc1ccc(OC(F)(F)F)cc1)C(=O)C1CC1
→ -7	.
- Cc1nc2c(C(=O)NC(C)C)cnn2c(C)c1Cc1ccc(Cl)cc1
→ -2	-12
- Cc1nc(-n2c(C)ccc2C)sc1C(=O)N1CCCC1
→ -3	24
- O=C(NCc1cc(F)ccc1F)c1cc2c(s1)CCN(C(=O)c1ccc(F)cc1)C2
→ -4	-3
- Cc1cc(OCCn2cnc3ccccc3c2=O)cc(C(C)C)c1
→ -4	-4
- COc1ccc(CNC(=O)c2cn(C3CCCCC3)c(=O)c3c2c2ccccc2n3C)cc1
→ -8	6
- O=C(Nc1ccc(Cl)cc1)c1cc2n(n1)C(C(F)(F)F)CC(c1cccs1)N2 (stereo not drawn)
→ -6	-2
- COCCCNc1oc(-c2ccc(C)cc2)nc1C#N
→ 0	12
- O=C(NCCc1ccc(F)cc1)c1c(Cl)cccc1Cl
→ -3	-7
- CC(C)(C)C(=O)Nc1ccc(-c2csnn2)cc1
→ -5	.
- CN(C)c1ccc(CNC(=O)C2CCCN(c3nccnc3Sc3ccccc3)C2)cc1 (stereo not drawn)
→ -1	1
- O=C(Nc1ccno1)Nc1ccc(Cl)cc1Cl
→ -15	.
- CC(=NC1CCCCC1)c1sc2ccccc2c1O
→ 6	9
- Cc1ccc(NC(=O)C2CCCN(S(=O)(=O)c3cccs3)C2)cn1 (stereo not drawn)
→ -1	-3
- CC(=O)Nc1cccc(N(C)C)c1
→ -9	-5
- O=C(Cn1c(=O)n(-c2ccc(F)cc2F)c(=O)c2sccc21)NCCC1=CCCCC1
→ 5	0
- Cc1ccc(N2C(=O)N(Cc3ccc(F)cc3)S(=O)(=O)c3cccnc32)cc1
→ -1	-2
- O=c1[nH]c2ccccc2nc1-c1c[nH]c2ccccc12
→ -6	.
- CCCCOc1ccc(CN(C)C)cc1CN(C)C
→ -3	-1
- COc1ccc(C2CC(c3ccccc3O)=NC3(CCN(C(C)C)CC3)N2)cc1OC (stereo not drawn)
→ -7	38
- CC(C)(C)N=C1Nc2ccccc2CNC12CCN(C(=O)c1cccc(F)c1)C2 (stereo not drawn)
→ -7	29
- COc1ccc(C2OC(c3ccccc3)C(C)N2C)cc1 (stereo not drawn)
→ -4	-4
- COc1ccccc1NC1CC(=O)N(c2ccccc2OC)C1=O (stereo not drawn)
→ 9	-7
- CCC(=O)NCc1nc2c(n1C)CN(S(=O)(=O)c1ccc(C)c(Cl)c1)CC2
→ -6	13
- Brc1csc(CN2CCc3nc(N4CCCC4)ncc3C2)c1
→ 6	99*
- CC(C)c1ccc(C2C3=C(Nc4c2c(=O)n(C)c(=O)n4C)c2ccccc2C3=O)cc1 (stereo not drawn)
→ -5	45
- COc1ccc(N2C(=O)CC(NCc3ccc(F)cc3)C2=O)cc1 (stereo not drawn)
→ 2	-10
- COc1ccc(Cn2c(=O)c3c(n4cnnc24)-c2ccccc2CC32CCCCC2)cc1
→ 7	8
- O=C1OC(c2ccc(Cl)cc2)=N/C1=C\c1coc2ccccc2c1=O
→ -2	-1
- CC1=NCCNC(C)=C1N1CCOCC1
→ 4	.
- COc1ccc(CN2CCCCC2c2nc(-c3ccncc3)no2)cc1 (stereo not drawn)
→ 0	10
- Oc1ccc[n+](CCCCC[n+]2cccc(O)c2)c1
→ 1	3
- CCOc1ccc(C(=O)Nc2ccccc2F)cc1[N+](=O)[O-]
→ -10	-4
- O=C(Nc1nccs1)c1ccc2nc(-c3ccco3)c(-c3ccco3)nc2c1
→ 2	93*
- CCOc1cccc(CN2C(=O)c3ccccc3C2C(=O)NCc2cccnc2)c1 (stereo not drawn)
→ -17	15
- COc1ccccc1C(CC#N)c1ccc2c(c1)OCO2 (stereo not drawn)
→ -3	-14
- Cc1noc(-c2ccc(=O)n(Cc3nc(-c4cccs4)no3)c2)n1
→ -1	1

Whole records from above. Screens in order: Pf apPOL inh | mHTT-CaM PPI inh
`Brc1csc(CN2CCc3nc(N4CCCC4)ncc3C2)c1` is entered as 6 | 99*
`Cc1noc(-c2ccc(=O)n(Cc3nc(-c4cccs4)no3)c2)n1` is entered as -1 | 1
`CC1=NCCNC(C)=C1N1CCOCC1` is entered as 4 | .
`O=c1[nH]c2ccccc2nc1-c1c[nH]c2ccccc12` is entered as -6 | .

The list goes on.
Values run as follows: Pf apPOL inh	mHTT-CaM PPI inh
- O=C(Nc1cccc(-c2nnco2)c1)c1cccs1
→ -3	.
- COc1cc(C(=O)Nc2ncc(Cc3ccccc3Cl)s2)cc(OC)c1OC
→ -4	10
- COc1ccc2c(c1)OC(=CC1=Cc3ccccc3OC1C)C2=O (stereo not drawn)
→ -2	-40
- CCC(C)(C)C(=O)N1CCC(CCOc2ccccc2F)CC1
→ -9	-46
- Cc1ccc(S(=O)(=O)N2CC(CO)(CO)C2)cc1
→ 5	-10
- O=C(Nc1ccc(S(=O)(=O)N2CCc3ccccc32)cc1)c1ccncc1
→ -5	6
- COC[C@@H]1NS(=O)(=O)c2ccc(Br)cc2O[C@H]1c1ccccc1
→ -4	-1
- O=C(c1cnn2c1NC(c1ccccc1)CC2C(F)(F)F)N1CCCCC1 (stereo not drawn)
→ -2	3
- COc1ccccc1-n1c(SCC(=O)Nc2cc(C)cc(C)c2)nc2c(c1=O)SCC2
→ -5	21
- COc1cccc(CNC(=O)C2CCCN(c3nnc4ccc(Cl)cn34)C2)c1 (stereo not drawn)
→ -3	5
- CC1CCCC(NC(=O)C2(C)CCC(=O)N2CCN2CCOCC2)C1C (stereo not drawn)
→ -5	-7
- COc1ccc(N2C(=O)CSC2c2c(F)cccc2Cl)cc1 (stereo not drawn)
→ -1	2
- Cc1[nH]nc(-c2ccc(Cl)cc2)c1NC(=O)C(C)(C)C
→ 3	-2
- CSc1ccc(/C=N/n2cnnc2)cc1
→ .	i
- COc1ccc(Cn2c(=O)n(C)c3ncncc32)cc1F
→ -11	13
- CCOC(=O)c1c(Cl)c(C(C)(C)C)[nH]c(=O)c1C#N
→ -1	.
- Cc1cccc(C(=O)Nc2c3c(nn2-c2ccc(C)cc2C)CSC3)c1
→ -3	12
- O=C(O)c1cn(-c2cccc(F)c2)nn1
→ -3	-5
- O=C(O)c1ccc(C(=O)O)c(OC(F)(F)F)c1
→ 3	.
- COc1ccc(NC(=O)N2CCC(c3nc4ccncc4n3CC(C)C)C2)cc1Cl (stereo not drawn)
→ 1	9
- CN1CCC(N2CCN(C(=O)C3CCc4sc(C(=O)N5CCCC5)cc4C3)CC2)CC1 (stereo not drawn)
→ -2	0
- CC1CCCN(c2ccc(-c3noc(CN4CCc5ccccc5C4)n3)cn2)C1 (stereo not drawn)
→ -5	0
- Cc1cccc(NC(=O)C2CCCN(C(=O)c3ccccc3F)C2)c1C (stereo not drawn)
→ -11	29
- CCOc1ccccc1C(=O)Nc1ccc(S(=O)(=O)N2CCOCC2)cc1
→ -11	16
- Cc1ccc(C)c(NC(=O)NCCC2CCN(S(=O)(=O)c3ccc(F)cc3)CC2)c1
→ 4	29
- Cc1nc(-c2ccc(N3CCN(C(=O)c4ccc(F)c(F)c4)CC3)nc2)sc1C
→ -7	-6
- CCOc1ccc(C(=O)Nc2ccc(N(CC)CC)cc2)cc1[N+](=O)[O-]
→ 1	10
- COc1ccc(C2/C=C\CN(C(=O)OCc3ccccc3)CC(=O)N2Cc2ccc(F)cc2)cc1 (stereo not drawn)
→ -5	92*
- Cc1[nH]nc(-c2cccc(F)c2)c1NC(=O)C1CCCC1
→ 4	-1
- O=C(CSc1ccc(F)cc1)Nc1ccc(-c2cn3c(n2)SCC3)cc1
→ -6	27
- Cc1cc(C)cc(OCC(=O)Nc2ccc(NC(=O)C(C)C)cc2)c1
→ -1	-2
- CCc1cc(-c2[nH]ncc2-c2cscn2)c(O)cc1O
→ -3	24
- c1cncc(CNc2ccc3c(c2)CCC3)c1
→ 6	26
- NNc1ncc(Cl)cc1Cl
→ -30	100*
- COc1cc(C)c(CNc2cc(C)ccc2OC)cc1C
→ -7	89*
- CSc1ccc(N2CC(c3nnc(NC(=O)C4CCCCC4)o3)CC2=O)cc1 (stereo not drawn)
→ 0	0
- CC1(C)OC2c3ccccc3OC3(C)CCC1CC23 (stereo not drawn)
→ -9&-8	-20&-12
- Cc1ccc(NC(=O)CSc2nccn2-c2ccc(Cl)cc2)cc1Cl
→ -5	30
- O=C(Cc1cccs1)N1CCc2nc[nH]c2C1
→ 4	-3
- O=C(c1ccncc1)N1CCN(c2cc(-c3ccccc3)[nH]n2)CC1
→ -4	-2

More structures follow:
SMILES	Pf apPOL inh	mHTT-CaM PPI inh
CCc1ccc(NS(=O)(=O)c2cc3c(s2)CCN(C(C)=O)C3)cc1	0	4
CCOC(=O)Cn1cc(CN2C(C(=O)OC)CN(Cc3ccc(Cl)cc3)CCS2(=O)=O)nn1 (stereo not drawn)	-3	6
CCOC(=O)NC(Nc1ccc(F)c(F)c1)(C(F)(F)F)C(F)(F)F	-4	.
CC(C)(C)c1ccc(C(=O)Nc2cc(-c3ccccn3)no2)cc1	3	-4
COc1cccc2c1OC1(CCC(C)CC1)N1N=C(c3ccc(C)o3)CC21 (stereo not drawn)	-15	85*
O=C(O)CN1N=C(c2ccc(Cl)cc2)CCC1=O	29	0
CCCC(=O)N1CCCC(COc2cccc(C(=O)NC3CC3)c2)C1 (stereo not drawn)	-7	-3
CCn1c(=O)cc(O)c2ccccc21	2	-4

Random excerpt: two compounds from above.
SMILES	Pf apPOL inh	mHTT-CaM PPI inh
CSc1ccc(/C=N/n2cnnc2)cc1	.	i
CC1=NCCNC(C)=C1N1CCOCC1	4	.

(continued)
SMILES	Pf apPOL inh	mHTT-CaM PPI inh
Cc1ccccc1NC(=O)NC1(C(F)(F)F)Oc2ccccc2O1	-4	0
O=c1/c(=C/c2cccc(Cl)c2)sc2ncnn12	-1	0
COc1ccc(-c2nc(C)cc(C)c2CNC(=O)c2cccc(N(C)C)c2)cc1	-10	-4
Cc1cc2oc(=O)cc(-c3ccccc3)c2c(C)c1-c1cccc(N)c1	-8	40
O=C1C(=C2C(c3cccs3)C(c3ccccc3)=NN2c2ccccc2)C(=O)c2ccccc21 (stereo not drawn)	-1	.
COc1ccc(C(=O)O/N=C(\N)c2cccnc2)cc1OC	-1	i
N#Cc1ccccc1S(=O)(=O)N1CCC(Oc2ccc(-n3cnnn3)cc2)CC1	-11	-3
Cc1ccccc1NC(=O)Nc1ccc2nncn2c1	2	-5
Cc1ncn(CC(=O)Nc2cc(F)ccc2F)c(=O)c1C	-2	-6
Cc1ncc(CO)c2cc(-c3nnc(NCc4ccco4)s3)c(=O)oc12	-3	11
COc1cccc(OC)c1C(=O)NNC(N)=S	-5	.
Cc1ccccc1C(=O)N1CCCC(COc2ccc(C(=O)N3CCOCC3)cc2)C1 (stereo not drawn)	0	6
COc1ccc(Cl)cc1C(=O)N1CCN(c2cc(-n3ccnc3)ncn2)CC1	-4	-2
CCOc1ccc(C(=O)Nc2cccc(Cl)c2)cc1[N+](=O)[O-]	0	9
COC(=O)COc1ccc2c(=O)c(-c3ccccc3)c(C)oc2c1	2	-3
COc1ccc(-n2nc(C(=O)NCC(=O)Nc3ccc4c(c3)OCO4)c3ccccc3c2=O)cc1	-2	5
CCOc1ccc(C2CC(c3ccccc3Cl)n3ncnc3N2)cc1Cl (stereo not drawn)	-4	27
Cc1ccc(S(=O)(=O)C2(C(=O)NCc3ccccc3)CC2)cc1	-1	1
O=C(Nc1nc2ccccc2s1)c1ccc(Br)o1	-18	-4
O=C(NCc1ccccc1Cl)O[C@H]1CC[C@@]23CCCN2C(=O)CCC[C@H]3C1	-6	0
COc1ccc(N(C(C)C(=O)Nc2ccc(Cl)cc2)S(C)(=O)=O)cc1 (stereo not drawn)	-3	-2
COc1ccc(Oc2c(C)oc3cc(OCC(N)=O)ccc3c2=O)cc1	0	3
COc1ccccc1N1CCN(C(=O)c2c(F)c(F)c(F)c(F)c2F)CC1	1	-4
COC(=O)CN(Cc1cn(Cc2ccccc2)nn1)S(=O)(=O)c1ccccc1Br	-5	30

Next part, starting with the last three of the part before.
SMILES	Pf apPOL inh	mHTT-CaM PPI inh
COc1ccc(Oc2c(C)oc3cc(OCC(N)=O)ccc3c2=O)cc1	0	3
COc1ccccc1N1CCN(C(=O)c2c(F)c(F)c(F)c(F)c2F)CC1	1	-4
COC(=O)CN(Cc1cn(Cc2ccccc2)nn1)S(=O)(=O)c1ccccc1Br	-5	30
CC(C)(C)OC(=O)C(C)(C)Sc1nnc(N)s1	-2	.
COCCn1c(C2CCN(Cc3cccs3)C2)nc2cccnc21 (stereo not drawn)	-5	12
Cc1oc(C2CCN(S(=O)(=O)c3ccc(F)c(F)c3)CC2)nc1C(=O)N1CCCC1	-9	-6
CCSc1nc2ccccc2nc1SCC	-11	.
COc1ccc(-c2c(C#N)c(SCC(N)=O)nc(C)c2C(=O)Nc2ccccc2)cc1OC	-1	17
Cc1ccccc1-n1cnc(C(=O)N2CCCCC2C)n1 (stereo not drawn)	-1	3
O=C(c1ccc2cc[nH]c2c1)N1CCC(Nc2cccnc2)C1 (stereo not drawn)	3	7
COc1ccc(CC(C)(O)CNC(=O)C(=O)NCCC2=CCCCC2)cc1 (stereo not drawn)	-5	-6
Cc1cc(Cl)ccc1OCc1nc(-c2cccc(-c3ccn[nH]3)c2)no1	-1	23
O=C(c1ccc2nsnc2c1)N1CCN(c2ccc(-c3ccco3)nn2)CC1	30	42
CC(C)(C)C(=O)CCc1ccccc1	-4	-6
c1ccc(Cc2nc(Cn3ccnc3)no2)cc1	3	2
O=C(O)CCC(=O)OC1CC2CCC1C2 (stereo not drawn)	.	-4
Cc1ccc(NS(=O)(=O)c2cc(Br)cc3c2N(C(=O)C2CC2)CC3)cc1F	-5	8

Bioassay records (PubChem BioAssay)
